DAGLB inhibitor: blocks human DAGLB lipase activity; Q8NCG7; HEK293T DAGLB membrane lysate, EnzChek fluorogenic substrate; inhibition, % at 5.17 µM; 340,000 compounds, 0.059% hits; AID 504411; in the data active = inhibition above about 34%;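 note: 0% = enzyme with vehicle and 100% = wells lacking enzyme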
Keap1 Nrf2 FP: Keap1-Nrf2 (human) interaction inhibition. Q14145. Keap1 Kelch-Nrf2 peptide fluorescence polarization, 1536-well. inhibition, % at 9.4 µM. 340,000 compounds, 0.15% hits; in the data active = inhibition above about 12%;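 note: human Keap1 Kelch domain with fluorescein labeled Nrf2 9mer peptide probe; 0% = neutral control wells and 100% = peptide positive control; higher means more block of Keap1 binding to Nrf2 peptide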
Target sequence (Q14145 whole entry, looked up, the tested form may be a part): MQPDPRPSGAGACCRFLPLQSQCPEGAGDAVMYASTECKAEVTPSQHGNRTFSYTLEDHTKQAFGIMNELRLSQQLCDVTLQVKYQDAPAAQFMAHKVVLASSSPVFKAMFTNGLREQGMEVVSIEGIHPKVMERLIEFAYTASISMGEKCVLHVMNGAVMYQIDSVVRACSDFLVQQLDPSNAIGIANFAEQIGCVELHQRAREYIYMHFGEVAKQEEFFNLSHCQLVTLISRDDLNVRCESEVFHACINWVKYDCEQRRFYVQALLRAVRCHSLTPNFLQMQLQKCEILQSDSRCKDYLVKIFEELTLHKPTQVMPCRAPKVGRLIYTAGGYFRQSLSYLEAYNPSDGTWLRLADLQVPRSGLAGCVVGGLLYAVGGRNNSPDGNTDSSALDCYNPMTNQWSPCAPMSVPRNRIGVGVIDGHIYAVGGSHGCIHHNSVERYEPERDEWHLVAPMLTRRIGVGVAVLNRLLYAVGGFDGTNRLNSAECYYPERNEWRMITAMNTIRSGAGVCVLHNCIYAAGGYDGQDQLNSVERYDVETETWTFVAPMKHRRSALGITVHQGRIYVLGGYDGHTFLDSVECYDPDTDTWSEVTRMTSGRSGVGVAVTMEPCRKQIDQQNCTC
Pemphigus Ab inh: human desmoglein-3 autoantibody binding inhibition; 310,000 compounds, 0.48% hits; P32926; DSG3-coupled beads, scFv-anti-DSG3-GFP binding, flow cytometry; active compounds read low; binding (percent of control), % at 10 µM;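 active = binding more than 3 SD below its plate's average and above zero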;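 note: hits lower antibody fragment binding to DSG3; some compounds called inactive have numbers as strong as hits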
CAL PDZ FP-1: blocks peptide binding to human CAL PDZ domain. Q9HD26. purified CAL PDZ, TMR-peptide fluorescence polarization, 1 h. inhibition, % at 20 µM. 330,000 compounds, 0.02% hits. AID 504414;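 active = highest replicate inhibition of at least 40%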;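 note: plate controls were DMSO neutral control wells for no effect and unlabeled competitor peptide control wells for full effect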
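System: tagged CAL PDZ domain. Schedule: 1 h room-temperature incubation prior to read. Signal: fluorescence polarization (mP). Measure: percent inhibition from loss of millipolarization.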
RTF Ca sens inh: cardiac RTF calcium desensitization. 340,000 compounds, 0.12% hits. inhibition, % at 7.15 µM. P19429+P45379. IANBD-labeled cardiac RTF, Ca2+ fluorescence;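 active = inhibition above the mean inhibition of all tested compounds plus 3 SD, cut at about 17% in these data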;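 note: assay run at fixed EC70 calcium of 1.6 mM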
V-ATPase pHluor: regulators of yeast V-ATPase proton transport. response, % at 10 µM. S. cerevisiae, pHLuorin cytosolic pH fluorescence. 350,000 compounds, 0.37% hits; in the data active = response mostly above about 7.3%, no sharp cut-off; inactive = mostly below about 5.4%; note: actives read high; inactives centre near 0; some compounds called inactive have numbers as strong as hits; reference of the scale not given here
C-LANA FP: inhibitors of KSHV LANA C-terminal domain DNA binding | AID 504423 | 340,000 compounds, 0.078% hits | inhibition, % at 9 µM | MBP-C-LANA/FAM-LBS DNA binding, fluorescence polarization;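 active = highest replicate inhibition at or above 60% at 9 µM, even if other replicates fall short; inactive = all replicates below 60% inhibition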;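 note: 0% = neutral control wells and 100% = 4 µM acridine orange control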
Arrestin-AP2 inh: human beta-arrestin and AP2 interaction inhibition; FITC-arrestin peptide / GST-AP2 beads, flow cytometry; AP2 beta2 appendage carries R879A mutation; inhibition, % at 10 µM; 340,000 compounds, 0.31% hits; AID 504490;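 active = inhibition above a set limit, near 3 SD of compounds lacking own fluorescence, cut at about 54% in these data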;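 note: plate controls were DMSO wells for no effect and 5 µM unlabelled arrestin peptide for full effect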
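Assay system: GST-AP2 R879A bound to glutathione beads, E. coli-expressed; Medium: PBS with 0.05% Tween 20 and 0.1% BSA; Also added: fluorescein-tagged arrestin peptide at 50 nM final; Timing: 12 min plus 1 h, RT; Measured by: flow cytometry, FL1 (488/535 nm); Evaluation: percent drop in bead-associated FITC signal.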
NSD2 inh: blocks human histone methyltransferase NSD2. NSD2 peptide methylation, AlphaScreen, 120 min. 310,000 compounds, 0.54% hits. inhibition, % at 12.5 µM. O96028. AID 743445; in the data active = inhibition above about 50%
CAL PDZ FP-2: blocks peptide binding to the human CAL PDZ domain. Q9HD26. purified CAL PDZ, TMR-peptide fluorescence polarization, 1 h. inhibition, % at 24.9 µM. 300,000 compounds, 0.92% hits. AID 602252;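 active = mean inhibition of at least 30% with at least half of replicates also reaching 30%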;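 note: 0% = DMSO neutral control and 100% = excess unlabeled competitor peptide PRC23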
* marks the source's active call; other numbers are inactive results; · = not tested or not shown; & = joins results of further samples. Only part of the results is shown. The share of hits here may be higher or lower than overall.

| SMILES | Pemphigus Ab inh | Keap1 Nrf2 FP | CAL PDZ FP-1 | V-ATPase pHluor | RTF Ca sens inh | C-LANA FP | Arrestin-AP2 inh | CAL PDZ FP-2 | DAGLB inhibitor | NSD2 inh |
| --- | --- | --- | --- | --- | --- | --- | --- | --- | --- | --- |
| COC(=O)c1ccc(COc2ccc(C)cc2[N+](=O)[O-])o1 | 100 | -2 | -0.7 | -1 | · | 0.5 | -24 | -3 | · | 1 |
| C=CCn1c(SCCCC)nc(O)cc1=O | 103&98 | -1&2 | -0.6&0.5 | -1&4 | -2&-3 | 0.4&-0.9 | 0&-3 | -1 | -1&2 | 0 |
| Cc1cc([N+](=O)[O-])ccc1-c1ccc(/C=N/NC(=O)Cc2ccccc2)o1 | 82 | 6 | -1.2 | -2 | 10 | 14 | 7 | -2 | 3 | · |
| CNC(=O)c1cc(C(=O)c2ccc(Cl)cc2)c[nH]1 | 105 | -1 | -0.1 | -1 | 0 | 4.0 | 0 | 2 | 0 | -6 |
| COc1cccc(N2CCN(CC(=O)NCc3cccs3)CC2)c1 | 99 | -1 | -3.1 | -3 | -9 | 0.6 | 9 | -4 | -1 | -3 |
| COc1cc(/C=C/C(=O)OCC(=O)NCc2ccco2)ccc1OCC#N | 99 | -4 | -0.9 | -2 | 0 | -0.1 | -13 | 0 | -6 | 25 |
| CCOP(=O)(c1ccccc1)C(O)c1ccc([N+](=O)[O-])cc1 (centres undefined) | 107 | 5 | -0.8 | 1 | -9 | -1.9 | 14 | · | 0 | -4 |
| CC[C@]1(C(=O)OC)[C@H]2C(=O)N(C)C(=O)[C@H]2[C@H]2CN=C(SCc3ccc(Cl)cc3)N21 | 109 | 0 | 0.0 | 0 | 2 | -0.7 | -3 | -4 | 1 | · |
| O=C(NCCc1ccccc1)C(=O)Nc1ccc2c(c1)OCCO2 | 98 | 6 | -3.3 | -2 | 0 | 1.2 | -7 | 0 | -2 | -1 |
| CCn1c(CCn2ccnc2C)n[nH]c1=S | · | -2 | -1.2 | 0 | -12 | -1.0 | -13 | 1 | -3 | 1 |
| COc1cccc(NC(=S)NC2CC(C)(C)NC(C)(C)C2)c1 | 102 | -1 | 0.2 | -1 | 5 | -0.5 | 39 | -1 | 0 | · |
| Cc1ccc(C2=[N+]([O-])C3(CCCCC3=O)N(O)C2(C)C)cc1 (centres undefined) | · | 1 | -0.8 | 3 | -4 | 0.2 | 15 | -4 | 0 | -1 |
| CCCCCC(=O)Nc1cccc(C2=NOC3(C2)C[C@H](C(N)=O)N(C(=O)CC)C3)c1 (some centres undefined) | 97 | -5 | -1.4 | -7 | 3 | 1.0 | · | -6 | -3 | · |
| CCN(/C=N/c1sc2c(c1C#N)CC(C)(C)NC2(C)C)CC | 90 | -5 | -1.9 | -4 | -8 | -0.2 | -1 | -2 | -2 | -4 |
| CCOc1ccc(N(CC(=O)N2CCCCCC2)S(=O)(=O)c2ccc(F)cc2)cc1 | 116 | 0 | -1.7 | -1 | -6 | -2.4 | 8 | 10 | -2 | -4 |
| Cc1ccc(S(=O)(=O)N2CCOCC2)cc1NC(=O)COC(=O)CCn1c(C)csc1=O | 98 | 4 | -0.7 | -3 | -12 | -0.4 | 33 | -7 | 2 | 0 |
| CCN1C(=O)/C(=C2/C=CC=CN2C)SC1=S | 104 | 8 | -1.9 | 1 | -4 | 0.4 | -4 | -5 | 2 | 4 |
| Cc1nccn1-c1ccc(C(F)(F)F)cc1NC=O | 116 | -5 | 0.2 | -1 | 4 | -1.6 | 4 | -1 | -2 | 0 |
| O=C(CN1CCOCC1)Nc1ccc(Br)cc1 | 106 | -3 | -1.3 | 4 | -2 | -0.1 | 14 | 0 | -2 | -3 |
| CCCOc1ccc(N2C(=O)CC(NCCCN3CCC(C(N)=O)CC3)C2=O)cc1 (centres undefined) | · | -6 | -2.0 | 4 | -11 | -2.7 | 1 | 1 | 3 | -3 |
| O=C1CCCN=C(Nc2ccc(F)c(Cl)c2)S1 | 100 | -3 | -0.3 | -2 | -9 | 1.0 | 12 | -5 | -6 | -1 |
| Cc1oc(C(=O)O)cc1COc1ccccc1Cl | 93 | -4 | -2.2 | -2 | -4 | -1.2 | 10 | -6 | 1 | 0 |
| COc1cccc(NC(=O)N2CCN(c3nnnn3-c3ccccc3)CC2)c1 | 97 | -7 | -0.5 | 1 | 5 | -0.8 | -11 | · | -1 | -1 |
| Cc1c(C(N)=O)sc2ncn(CC(=O)N3CCC(C)CC3)c(=O)c12 | 93 | 0 | -0.7 | 2 | 1 | 1.5 | -2 | 4 | 1 | 1 |
| CCCCn1c(N)c(N(CC(C)C)C(=O)c2cccc(S(=O)(=O)N3CCN(C(C)=O)CC3)c2)c(=O)[nH]c1=O | 86 | 1 | -1.1 | -3 | 3 | 0.4 | 26 | 1 | 0 | 24 |
| CCCCC1(C(=O)OCC)CC(CSC(=N)N)OC1=O (centres undefined) | 94 | 2 | -0.9 | -1 | -2 | 1.1 | -8 | -2 | -1 | -3 |
| COC(=O)c1ccc(C(=O)OC)c(NC(=O)CN2CCN(c3ccc(OC)cc3)CC2)c1 | 102 | 1 | -1.8 | 0 | -15 | -1.7 | 5 | 0 | 1 | -3 |
| CCN(CC)CCNC(=O)C(=O)NCC1OCCN1S(=O)(=O)c1cccs1 (centres undefined) | 110 | -6 | -1.1 | -1 | 1 | 0.9 | 19 | -2 | -1 | 9 |
| O=C(c1ccc(CNc2c(NC3CCCCC3)c(=O)c2=O)cc1)N1CCc2ccccc21 | 97 | -6 | 0.2 | -1 | -6 | 0.4 | -6 | -3 | 6 | · |
| Brc1ccccc1/C=N/Nc1nc2ccccc2o1 | 112 | 4 | 1.2 | -6 | 15 | 0.7 | 25 | · | -3 | 2 |
| CC(C)c1ccc(CN(C)C(=O)c2ccc(S(=O)(=O)NCc3ccco3)cc2)cc1 | 104 | -5 | 0.1 | 2 | -7 | -1.3 | 0 | -1 | -3 | 37 |
| CCCN(CC(=O)Nc1ccccc1C)C(=O)c1ccc(-c2ccc([N+](=O)[O-])cc2)o1 | 100 | -7 | -1.0 | 1 | -6 | -0.4 | 26 | -5 | 2 | 3 |
| O=C(CN1CCN(c2ccccn2)CC1)Nc1cccc(C(F)(F)F)c1 | 105 | -1 | · | 0 | -3 | -1.3 | 22 | -4 | -1 | · |
| CCN1CCCC1CNC(=O)C1CCN(C(=O)c2cc3sccc3n2Cc2ccc(F)cc2)CC1 (centres undefined) | 147 | -6 | -3.5 | -11 | -6 | -0.8 | 2 | -4 | 2 | 15 |
| Cc1cc2c(SCC(=O)Nc3cccc(O)c3)ncnc2s1 | 376 | -4 | -2.5 | -7 | -10 | 7.1 | -141 | · | 10 | · |
| Cc1ccc(CC2CC(=O)N(c3cc(C)on3)C2=O)cc1 (centres undefined) | 99 | 0 | -1.1 | 7 | -7 | -0.2 | 9 | -1 | -5 | · |
| Cc1ccc(C(=O)N/C(=C/c2cccs2)C(=O)NCc2ccco2)cc1 | 99 | -6 | -0.8 | 0 | -8 | -1.3 | -3 | -3 | 0 | 1 |
| CCN(CC)c1ccc(/C=C/C(=O)C2C(=O)C=C(C)OC2=O)cc1 (centres undefined) | 702 | -155 | -2.0 | 2 | -122 | -31 | -111 | -24 | -46 | -11 |
| CCOc1ccc2c(c1)C(c1ccc(C)cc1)=NNC(c1ccc(C)cc1)=N2 | 106 | 0 | · | -3 | 0 | -0.4 | 1 | 0 | -14 | 0 |
| O=c1c2ccccc2nnn1Cc1ccccc1Cl | · | -2 | 1.1 | 1 | -3 | 0.0 | 34 | 7 | -3 | -3 |

Seven successive records out of the list so far:
| SMILES | Pemphigus Ab inh | Keap1 Nrf2 FP | CAL PDZ FP-1 | V-ATPase pHluor | RTF Ca sens inh | C-LANA FP | Arrestin-AP2 inh | CAL PDZ FP-2 | DAGLB inhibitor | NSD2 inh |
| --- | --- | --- | --- | --- | --- | --- | --- | --- | --- | --- |
| O=C1CCCN=C(Nc2ccc(F)c(Cl)c2)S1 | 100 | -3 | -0.3 | -2 | -9 | 1.0 | 12 | -5 | -6 | -1 |
| Cc1oc(C(=O)O)cc1COc1ccccc1Cl | 93 | -4 | -2.2 | -2 | -4 | -1.2 | 10 | -6 | 1 | 0 |
| COc1cccc(NC(=O)N2CCN(c3nnnn3-c3ccccc3)CC2)c1 | 97 | -7 | -0.5 | 1 | 5 | -0.8 | -11 | · | -1 | -1 |
| Cc1c(C(N)=O)sc2ncn(CC(=O)N3CCC(C)CC3)c(=O)c12 | 93 | 0 | -0.7 | 2 | 1 | 1.5 | -2 | 4 | 1 | 1 |
| CCCCn1c(N)c(N(CC(C)C)C(=O)c2cccc(S(=O)(=O)N3CCN(C(C)=O)CC3)c2)c(=O)[nH]c1=O | 86 | 1 | -1.1 | -3 | 3 | 0.4 | 26 | 1 | 0 | 24 |
| CCCCC1(C(=O)OCC)CC(CSC(=N)N)OC1=O (centres undefined) | 94 | 2 | -0.9 | -1 | -2 | 1.1 | -8 | -2 | -1 | -3 |
| COC(=O)c1ccc(C(=O)OC)c(NC(=O)CN2CCN(c3ccc(OC)cc3)CC2)c1 | 102 | 1 | -1.8 | 0 | -15 | -1.7 | 5 | 0 | 1 | -3 |

Later entries:
| SMILES | Pemphigus Ab inh | Keap1 Nrf2 FP | CAL PDZ FP-1 | V-ATPase pHluor | RTF Ca sens inh | C-LANA FP | Arrestin-AP2 inh | CAL PDZ FP-2 | DAGLB inhibitor | NSD2 inh |
| --- | --- | --- | --- | --- | --- | --- | --- | --- | --- | --- |
| O=C(Nc1ccccn1)C1(c2cccs2)CCOCC1 | 118 | -5 | 0.1 | -1 | 5 | 2.4 | 1 | -2 | 0 | 0 |
| OC(CNCc1ccco1)COc1ccccc1 (centres undefined) | 109 | 1 | -0.9 | 1 | -14 | -0.6 | 18 | -5 | 2 | -3 |
| CCC(C)NC(=O)COC(=O)Cc1sc(N)nc1-c1ccc(C)cc1 (centres undefined) | 83 | -2 | -1.5 | 1 | -6 | 0.9 | 3 | -7 | 1 | 5 |
| COc1ccc(CCNC(=O)COC(=O)c2cnc(C)cn2)cc1 | 78 | -9 | -0.3 | 2 | 4 | 0.1 | -7 | -1 | -2 | -4 |
| CCOc1ccccc1NC(=O)c1nc[nH]c1C(=O)Nc1ccccc1OCC | 104 | -6 | -1.4 | 1 | 9 | -0.3 | 2 | -4 | 1 | · |
| Cc1ccc(/C=C/C(=O)N(Cc2cccs2)C2CCS(=O)(=O)C2)cc1 (centres undefined) | 104 | · | · | -1 | · | · | 17 | · | · | 0 |
| CC(=O)N1CCN(S(=O)(=O)c2c(F)cc(F)c(Cl)c2F)CC1 | 90 | 3 | -0.3 | 6 | -2 | -1.2 | 28 | 0 | -1 | -1 |
| COc1ccc(-n2nc3c(c2NC(=O)CCl)CSC3)cc1 | 107 | -5 | -1.8 | -2 | -2 | 0.0 | -6 | -2 | 3 | 0 |
| COc1ccc(Br)cc1/C=C/C(=O)Nc1ccc2ccccc2c1 | 110 | -1 | -9.2 | 1 | -6 | 0.3 | 14 | · | -4 | -1 |
| Nc1nonc1-c1nc2ccccc2n1CC(=O)NC1CCCC1 | 96 | 2 | -1.3 | -3 | 0 | -1.8 | 3 | 4 | -2 | -2 |
